From PubChem
CAL PDZ FP-1 – blocks peptide binding to human CAL PDZ domain. inhibition, % at 20 µM. Q9HD26. AID 504414. 0.02% of 330,000 active. purified CAL PDZ, TMR-peptide fluorescence polarization, 1 h;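 active = highest replicate inhibition of at least 40%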;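 also: plate controls were DMSO neutral control wells for no effect and unlabeled competitor peptide control wells for full effect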
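Material – purified CerCALP PDZ construct · Detection – FP readout, S and P plane fluorescence · Measure – percent inhibition from loss of millipolarization · Controls – unlabelled peptide for full inhibition, DMSO wells as neutral · Probe or stimulus – TMR-labelled reporter peptide T*-PRC34 bound in PDZ groove · Times – 1 h at RT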
CDK5 p35 inh – inhibitors of human CDK5/p35 kinase; Q00535+Q15078; Recombinant CDK5/p35, ADP-Glo luminescence, 60 min; inhibition, % at 10 µM; 0.01% of 330,000 active;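 active = highest replicate inhibition of at least 50% and at least 75% of replicates reaching 50%; inconclusive = only one of the two criteria met; inactive = both criteria failed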;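 also: plate controls were DMSO neutral control for no effect and GW8510 at 10 µM for full effect; many of its hits are not listed in these tables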
Target sequence (Q00535 whole entry, looked up): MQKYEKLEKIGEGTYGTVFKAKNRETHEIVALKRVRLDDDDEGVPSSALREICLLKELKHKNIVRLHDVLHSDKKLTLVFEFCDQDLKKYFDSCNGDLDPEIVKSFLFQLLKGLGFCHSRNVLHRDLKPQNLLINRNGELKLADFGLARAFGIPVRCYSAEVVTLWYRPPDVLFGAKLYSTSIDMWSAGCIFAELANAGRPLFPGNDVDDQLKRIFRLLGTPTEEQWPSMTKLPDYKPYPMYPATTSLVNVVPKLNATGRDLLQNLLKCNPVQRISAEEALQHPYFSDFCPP
Target sequence (Q15078 whole entry, looked up): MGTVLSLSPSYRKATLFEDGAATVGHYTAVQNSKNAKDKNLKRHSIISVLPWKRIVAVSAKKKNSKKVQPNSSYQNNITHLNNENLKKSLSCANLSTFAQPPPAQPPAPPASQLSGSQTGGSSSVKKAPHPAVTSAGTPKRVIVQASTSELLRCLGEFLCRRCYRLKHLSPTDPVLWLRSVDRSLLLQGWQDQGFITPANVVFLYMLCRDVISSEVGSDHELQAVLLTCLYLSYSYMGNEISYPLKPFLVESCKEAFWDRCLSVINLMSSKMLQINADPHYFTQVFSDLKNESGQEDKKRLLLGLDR
MITF act – activators of MITF-driven TRPM1 promoter activity in SK-MEL-5 cells. activation, % at 12.5 µM. 0.75% of 300,000 active. SK-MEL-5 TRPM1-promoter luciferase, 24 h; % of positive control, neutral wells = 0. AID 588334;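 active = mean activation of at least 80% with every replicate also reaching 80%; inconclusive = mean reaches 80% but some replicate falls short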;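 also: 0% = neutral control wells and 100% = parthenolide positive control wells; values of inactives mirror those of a sister screen read the other way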
dFosB act – enhances mouse delta FosB homodimer DNA binding. P13346. purified delta FosB, TAMRA-CDK5 oligo fluorescence polarization; percent of positive-control signal above neutral wells. activation, % at 25 µM. 0.99% of 340,000 active;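 active = mean activation above about 17%, with every replicate also reaching it, limit read from the data, passing the limit was not always enough; inconclusive = only one of the two conditions met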;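 also: fluorescence polarization rise as delta FosB binds a TAMRA Cdk5 AP-1 oligo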
Target sequence (P13346 whole entry, looked up): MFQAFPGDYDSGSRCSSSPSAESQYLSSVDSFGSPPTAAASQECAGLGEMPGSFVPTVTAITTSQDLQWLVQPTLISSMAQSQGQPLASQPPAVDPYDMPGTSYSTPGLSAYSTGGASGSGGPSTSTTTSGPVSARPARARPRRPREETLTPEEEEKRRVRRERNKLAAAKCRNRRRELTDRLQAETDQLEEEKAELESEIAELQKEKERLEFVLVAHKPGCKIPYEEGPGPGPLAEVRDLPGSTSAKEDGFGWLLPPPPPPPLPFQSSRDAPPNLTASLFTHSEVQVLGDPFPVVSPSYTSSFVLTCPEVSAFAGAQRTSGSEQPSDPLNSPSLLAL
cardiac RTF act – cardiac RTF calcium sensitization; P19429+P45379; IANBD-labeled TnC RTF fluorescence at EC20 calcium; 0% EC20 calcium, 100% full calcium; activation, % at 7.2 µM; 0.24% of 340,000 active;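 active = activation above the mean over all tested compounds plus 3 SD, cut at about 30% in these data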;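 also: rise in fluorescence read as greater calcium sensitivity of cardiac thin filaments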
Rtt109 HAT inh – inhibitors of Candida albicans Rtt109/Vps75 histone acetyltransferase | Q5AAJ8 | purified Rtt109/Vps75, ThioGlo CoA-SH fluorescence, 4 h | inhibition, % at 34.9 µM | 0.16% of 330,000 active | AID 540336;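 active = inhibition of at least 50% in every replicate; inconclusive = best replicate reaches 50% inhibition but some replicates fall short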
Wnt bcat act – activators of Wnt/beta-catenin signaling; Wnt/beta-catenin reporter cell assay, activator, plate reader; 1.2% of 300,000 active; activation, % at 9.35 µM; AID 743398; in the data active = activation above about 30%, passing the limit was not always enough; inconclusive = no clear call, values can overlap the other calls;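 also: 0% = neutral control wells and 100% = positive control wells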
Tat transport – E. coli Tat transport inhibition | E. coli MC4100 TorA-mCherry Tat export, fluorescence | inhibition, % at 10 µM | 0.036% of 340,000 active | AID 488895;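 active = mean replicate inhibition at least 50% and at least half of replicates individually reaching 50%; inconclusive = only one of the two criteria met; inactive = neither criterion met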;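 also: exported cargo escapes ClpAP degradation while cytoplasmic cargo is degraded and loses fluorescence; 0% = median of neutral control wells and 100% = median of NaSCN control wells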
V-ATPase pHluor – alters yeast V-ATPase proton transport; 0.37% of 350,000 active; S. cerevisiae, pHLuorin cytosolic pH fluorescence; response, % at 10 µM; in the data active = response mostly above about 7.3%, no sharp cut-off; inactive = mostly below about 5.4%; also: actives read high; inactives centre near 0; some compounds called inactive have numbers as strong as hits
CAL PDZ FP-2 – inhibitors of human CAL PDZ peptide binding; 0.92% of 300,000 active; AID 602252; inhibition, % at 24.9 µM; purified CAL PDZ, TMR-peptide fluorescence polarization, 1 h;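 active = mean inhibition of at least 30% with at least half of replicates also reaching 30%; inconclusive = no clear call, values can overlap the other calls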;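 also: 0% = DMSO neutral control and 100% = excess unlabeled competitor peptide PRC23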
Starred values were filed as active, the others as inactive; ? = inconclusive; · = not tested or not shown.

mol | CAL PDZ FP-1 | CDK5 p35 inh | CAL PDZ FP-2 | dFosB act | Wnt bcat act | Tat transport | Rtt109 HAT inh | cardiac RTF act | V-ATPase pHluor | MITF act
CCCC(C)c1nnc(NC(=O)C2CC(=O)N(CCc3ccc(F)cc3)C2)s1 (stereo unspecified) | -2.7 | 0.8 | -1 | -6 | -2 | 4 | 0 | 0 | 2 | 3
O=c1c2ccccc2nc2oc3ccccc3n12 | -0.8 | 1.2 | -6 | -5 | 15 | -9 | -6 | -4 | 0 | ·
NNC(=O)CCN1CCN(Cc2ccccc2)CC1 | 0.3 | -1.6 | 8 | -10 | 1 | -11 | -29 | 1 | -1 | -9
O=C(Cn1nnc(-c2ccc([N+](=O)[O-])cc2)n1)NNC(=O)c1ccccc1 | -2.0 | 2.7 | -2 | -2 | · | -5 | -13 | -7 | 4 | -3
CCC1(C)Cc2c(sc3nnn(CC(=O)Nc4ccc(C)cc4)c(=O)c23)CO1 (stereo unspecified) | · | 0.5 | -1 | -5 | · | 0 | 18 | 1 | -1 | 1
COc1ccc2oc(C(=O)CCC(=O)O)c(N)c2c1 | -3.3 | -1.4 | -5 | -5 | -1 | -5 | -1 | 11 | 2 | 4
Cc1cc(C)c[n+](-c2nc([O-])sc2C=O)c1 | 0.2 | 0.1 | -1 | 4 | 0 | -4 | -1 | 6 | 0 | ·
CCOc1ccc(C(C)=O)cc1COC(=O)C(C)N=C1NS(=O)(=O)c2ccccc21 (stereo unspecified) | -0.8 | -0.6 | · | 10 | -2 | 4 | 4 | -5 | 1 | 13
OCC[C@@H]1C[C@@H](O)[C@H](O)[C@@]2(OCc3ccccc32)O1 | -0.1 | -1.1 | -2 | 0 | -2 | -3 | -10 | 0 | 0 | -5
CCN(CC)S(=O)(=O)c1cccc(NC(=O)CN2C(=O)c3ccc([N+](=O)[O-])cc3C2=O)c1 | 0.4 | -0.7 | -3 | -5 | 0 | -1 | 0 | 5 | 1 | 6
COc1ccc(-c2oc3ccccc3c(=O)c2OCC(=O)O)cc1 | -0.4 | -0.4 | -1 | -5 | -1 | -3 | 4 | 1 | -1 | 5
N#Cc1ccc(-c2ccc(F)cc2)nc1Oc1ccccc1 | -1.3 | 0.7 | -2 | 7 | · | -1 | · | -1 | 1 | ·
COC(=O)c1ccc(C(=S)N2CCCCC2)cc1 | -0.1 | -0.6 | 6 | 2 | -1 | -6 | -5 | 9 | 2 | -4
COc1ccc(C(=O)N[C@H](C(=O)OCc2nc3ccsc3c(=O)[nH]2)C(C)C)cc1 | -2.2 | 0.3 | -2 | -10 | 0 | 3 | 7 | 3 | 2 | -9
Cc1cccc(N(C(=O)Cn2nnc3ccccc32)C(C(=O)NCc2ccco2)c2ccncc2)c1C (stereo unspecified) | -0.9 | 0.5 | -1 | -13 | -1 | 2 | 7 | 3 | 2 | 9
COc1ccc(CC(NC(C)=O)C(=O)NC2CCN(c3c4c(nc5ncnn35)CCC4)CC2)cc1 (stereo unspecified) | 0.4 | -1.0 | · | -2 | · | 5 | -2 | 8 | 0 | ·
CC(=O)NC1=NN(C(C)=O)C2(S1)C(=O)N(C(C)C)c1ccc(C)cc12 (stereo unspecified) | 0.0 | 3.9 | -4 | 1 | -16 | ? | 2 | 2 | -5 | 3
CCOC(=O)C1(Cc2ccccc2C#N)CCCCC1=O (stereo unspecified) | -0.3 | -0.1 | -4 | 4 | -3 | -4 | 0 | -9 | -1 | -3
CC(C)=CC(=O)Nc1nnc(C)s1 | · | 0.5 | -4 | -3 | · | 3 | 10 | -4 | -1 | 27
COc1ccc(N2CCN(S(=O)(=O)CCNC(=O)Cc3ccc([N+](=O)[O-])cc3)CC2)cc1 | -2.2 | -4.1 | -4 | 7 | -1 | -1 | 6 | 0 | 2 | -1
CCOc1ccc(-c2c(C(=O)N/N=C(\C)c3cccs3)nnn2-c2nonc2N)cc1 | -1.1 | · | -1 | 1 | -1 | -9 | 4 | 3 | 2 | 7
CC(C)(C)SCCNC(=O)CN(c1ccccc1)S(=O)(=O)c1ccccc1 | -0.8 | -1.3 | -1 | -7 | -2 | 3 | 7 | 1 | 1 | -8
CCNc1cc(O)ccc1C | 1.5 | -0.6 | 1 | -18 | · | -44 | -6 | 10 | -3 | -14
Cc1ccc(OCC(=O)Nc2ccc(N3CCN(C(=O)c4ccc(C)cc4)CC3)cc2)cc1 | 0.1 | -0.7 | -1 | -12 | -1 | -7 | -8 | -3 | 0 | -5
Cc1ccc(/C=C2/NC(=O)N(Cc3ccccc3F)C2=O)o1 | -3.3 | -0.6 | -1 | -5 | -12 | -12 | 14 | 6 | -6 | 3

Other structures
mol | CAL PDZ FP-1 | CDK5 p35 inh | CAL PDZ FP-2 | dFosB act | Wnt bcat act | Tat transport | Rtt109 HAT inh | cardiac RTF act | V-ATPase pHluor | MITF act
COc1ccc(NC(=O)N2CCCC(C(=O)Nc3ccccc3OC)C2)cc1 (stereo unspecified) | 0.4 | 0.7 | -1 | 1 | 0 | 3 | -7 | -6 | -1 | 4
Cc1noc(C)c1NC(=O)N(C)C[C@H]1Oc2c(NC(=O)C3CC3)cccc2C(=O)N([C@H](C)CO)C[C@@H]1C | -1.7 | 0.2 | 1 | -2 | -4 | -4 | -5 | -3 | 2 | 6
CCOC(=O)c1c(C)[nH]c(C(=O)COC(=O)c2ccc([N+](=O)[O-])o2)c1C | -0.3 | -1.0 | -4 | -5 | 0 | -11 | -4 | 0 | -2 | -23
CC(CCc1ccccc1)NC(=O)CCNS(=O)(=O)c1ccccc1 (stereo unspecified) | -2.2 | -1.6 | -4 | -1 | -1 | -5 | -14 | 4 | 7 | 5
O=C(Cn1nc(-c2ccco2)ccc1=O)Nc1ccc(Cl)c(Cl)c1 | -4.4 | -0.1 | -8 | 2 | -2 | 2 | -28 | 0 | 0 | 2
CCC(C(=O)c1ccc(O)cc1)c1ccccc1 (stereo unspecified) | -0.6 | -1.0 | -3 | 0 | -7 | -10 | 7 | -1 | 1 | 2
CC(C)CCNc1nc2c(c(=O)[nH]c(=O)n2C)n1CC(O)COC(C)C (stereo unspecified) | -0.5 | 0.4 | 8 | -11 | 1 | 9 | -11 | 4 | -3 | 4
C=CCOc1nc2c(c(=O)n(C)c(=O)n2C)n1Cc1ccc(Cl)cc1 | -0.7 | -1.5 | -3 | -7 | · | 4 | -9 | 3 | -3 | -4
CCN(CC)S(=O)(=O)c1ccc(C(=O)N2CCN(C(=O)c3ccco3)CC2)cc1 | -0.2 | 0.3 | -2 | -4 | -1 | 1 | -3 | -7 | -3 | -4
O=C(Nc1ccc(-n2cnnn2)cc1)c1cccc(S(=O)(=O)N2CCCC2)c1 | -2.2 | 0.1 | 18 | -3 | 1 | 6 | -2 | 0 | 4 | 0
COc1ccc(Br)c(C(=O)OCC(=O)N2CCc3ccccc32)c1 | -2.1 | 0.0 | · | -5 | 1 | 13 | -3 | -1 | -4 | 55
COc1ccc(CNC(=O)C(=O)N2CCC3(CC2)OCCN3S(=O)(=O)c2ccc(C)cc2)cc1 | -1.6 | 2.5 | -3 | -2 | 1 | -14 | -3 | -4 | 1 | 5
COc1ccc(-c2cc(CNC(=O)CN3CCN(C)CC3)on2)cc1 | 1.1 | -0.5 | -2 | -5 | -2 | -9 | -1 | -1 | 3 | 7
CC(C)(C)OC(=O)n1cccc1/C=C1\c2ccccc2C(=O)N1c1ccccc1 | -0.3 | -0.8 | -8 | -18 | · | -2 | -6 | -2 | 0 | 12
c1ccc(Nc2nc3ccccc3[nH]2)nc1 | -0.7 | 0.7 | -1 | -2 | 13 | 0 | 15 | -1 | -1 | 43
COc1ccc(Nc2ccc(N3C(=O)CCCC3=O)cc2[N+](=O)[O-])c(OC)c1 | 0.6 | 1.8 | -5 | -6 | -7 | 2 | 7 | -2 | 0 | -7
CC(OC(=O)c1ccc([N+](=O)[O-])o1)C(=O)Nc1nc(-c2ccc(F)c(F)c2)cs1 (stereo unspecified) | -2.2 | 1.6 | -5 | -6 | ? | -23 | -7 | -14 | 0 | ?
CC(C)C[C@@H](CNCC(=O)[C@H](Cc1ccccc1)NC(=O)c1[nH]cnc1C(=O)N[C@@H](C)CN)NC(=O)c1nc[nH]c1C(=O)N[C@@H](CC(=O)O)C(=O)O | 2.0 | -0.9 | -2 | 1 | -4 | -1 | 8 | -3 | 0 | -2
CC(=O)Nc1cc(Cl)c(N=Cc2ccc(O)cc2O)cc1Cl | -1.3 | -2.4 | 0 | 0 | 0 | -5 | · | -6 | 3 | -9
CC(=O)NS(=O)(=O)c1ccc(NC(=O)c2ccccc2F)cc1 | -2.1 | -2.1 | -3 | -3 | · | -17 | -4 | 5 | -2 | 11
O=C(NCCN1CCOCC1)c1ccccc1N1C(=O)[C@@H]2Cc3c([nH]c4ccccc34)C(c3ccccc3)N2C1=O (stereo partly specified) | -0.8 | 0.0 | 2 | -5 | -1 | 2 | 12 | 6 | -2 | ·
N#CC(C#N)=C1C(=O)N(CCN2CCOCC2)c2ccccc21 | 1.5 | 1.2 | -3 | 4 | 1 | 0 | 18 | 0 | 0 | ·
CC(=O)c1ccc(N2CCN(C(=S)NCc3ccco3)CC2)cc1 | -3.4 | -3.1 | 3 | -6 | 0 | 1 | -14 | 6 | 4 | 3
O=C(O)c1cc(S(=O)(=O)Nc2ccc3cn[nH]c3c2)ccc1Br | 0.1 | -1.0 | · | -11 | 0 | -15 | 11 | -1 | 2 | -35
C=CCOC(=O)/C(=C\c1ccc(OC)cc1)NC(=O)c1ccco1 | -0.5 | 0.4 | -2 | -8 | · | -5 | -6 | 1 | 2 | 0

(further entries)
mol | CAL PDZ FP-1 | CDK5 p35 inh | CAL PDZ FP-2 | dFosB act | Wnt bcat act | Tat transport | Rtt109 HAT inh | cardiac RTF act | V-ATPase pHluor | MITF act
COc1nccc(-c2ccc(F)cc2)c1C#N | -1.8 | -1.1 | -6 | -21 | -1 | 1 | 0 | 5 | 1 | -4
CNCC(O)COc1cccc(OC)c1 (stereo unspecified) | 0.5 | -5.4 | 5 | -2 | -1 | -8 | -4 | 1 | -1 | 15
Cc1ccc(-c2nc(C=Nc3ccc(O)cc3)c(O)o2)cc1 | -1.9 | 4.6 | 1 | -4 | -6 | 6 | -20 | 11 | -4 | 15
O=C(COc1ccccc1[N+](=O)[O-])N(Cc1cccc(Br)c1)C1CCS(=O)(=O)C1 (stereo unspecified) | -5.2 | 2.3 | -5 | -8 | -1 | 16 | -7 | -1 | 4 | -15
O=C1C2CCCN2C(c2ccccc2)N1c1cccc(Cl)c1 (stereo unspecified) | 0.6 | 0.7 | -3 | 10 | -6 | 2 | -2 | 3 | -1 | 7
O=C(N/N=C/c1ccc2ncccc2c1)c1cccc([N+](=O)[O-])c1 | -1.5 | 0.3 | · | 4 | 2 | -6 | -8 | -5 | -2 | 56
